PKM2 activator: increases activity of human pyruvate kinase M2. P14618. purified PKM2, Kinase-Glo ATP luminescence, activation; response scale: 0% is enzyme alone, no compound. Potency, µM (titrated, usually from 57.5 µM), without a hit: top-dose activation, actives largely listed as activators. actives 0.34% (n = 260,000). AID 1631; further: potency means the concentration at half of the fitted maximal effect; on the % scale 0 is the no-effect control and ±100 the full control effect; nearly all actives have a fitted effect of over 55% in size
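Kinase-Glo luminescence reports ATP generated from ADP (0.1 mM) and PEP (0.5 mM) by purified hPK-M2 after 1 h at room temperature, pH 7.2 imidazole buffer; intermediate enzyme activity allows detecting inhibitors and activators.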
GALK inhibitor: blocks human galactokinase activity | P51570 | actives 0.007% (n = 270,000) | Potency, µM (doses to about 57.5 µM), for inactives: at the highest dose activity change, negative = inhibition, hits mostly inhibitors | Purified GALK, Kinase-Glo residual ATP luminescence; further: potency means the concentration at half of the fitted maximal effect; on the % scale 0 is the no-effect control and ±100 the full control effect
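Human GALK (5 nM) with 35 uM ATP and 100 uM galactose in 20 mM HEPES pH 8.0, 5 mM MgCl2, 60 mM NaCl, 1 mM DTT, 0.01% BSA. After 1 h at room temperature, leftover ATP was read by Kinase-Glo Plus luminescence.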
Eya2 inh: inhibitors of human Eya2 phosphatase activity. O00167. recombinant Eya2, OMFP fluorescence dephosphorylation (OMFP is methylfluorescein phosphate). Potency, µM (doses to about 76.9 µM), inactives show at the top dose activity, negative = inhibition, hits mostly inhibitors. actives 0.006% (n = 330,000). AID 488837; further: potency means the concentration at half of the fitted maximal effect; on the % scale 0 is the no-effect control and ±100 the full control effect
Target sequence (O00167 whole entry, looked up): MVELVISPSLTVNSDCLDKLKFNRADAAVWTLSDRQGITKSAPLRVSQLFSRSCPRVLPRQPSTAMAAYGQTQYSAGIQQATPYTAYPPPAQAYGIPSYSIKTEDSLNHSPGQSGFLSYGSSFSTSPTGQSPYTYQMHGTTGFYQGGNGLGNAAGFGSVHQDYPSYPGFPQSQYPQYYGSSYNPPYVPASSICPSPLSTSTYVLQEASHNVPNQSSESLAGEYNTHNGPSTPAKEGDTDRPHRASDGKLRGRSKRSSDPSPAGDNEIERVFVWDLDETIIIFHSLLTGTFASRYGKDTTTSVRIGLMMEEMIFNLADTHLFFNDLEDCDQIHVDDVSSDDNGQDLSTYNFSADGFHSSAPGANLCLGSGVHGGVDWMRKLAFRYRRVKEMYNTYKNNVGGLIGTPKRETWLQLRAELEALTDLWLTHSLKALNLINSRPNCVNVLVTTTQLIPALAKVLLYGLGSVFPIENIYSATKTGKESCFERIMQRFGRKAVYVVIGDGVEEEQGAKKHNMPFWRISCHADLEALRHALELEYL
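Eya2 protein (added as 0.2 uM solution) was preincubated with compound for 10 min at ambient temperature in 50 mM HEPES pH 7.5, 50 mM NaCl, 5 uM MgCl2, 0.05% BSA, 1 mM DTT. OMFP (added at 50 uM) then reacted 10 min; fluorescence read at 485/525 nm.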
Mito fusion yeast: mitochondrial division inhibition or fusion activation; Potency, µM (doses to about 46.1 µM), without a hit: at the highest dose growth rescue (activation), usual class: activators; S. cerevisiae fusion-defective mutant growth rescue, CellTiterGlo 48 h; actives 0.23% (n = 320,000);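 further: potency means the concentration at half of the fitted maximal effect; % of control where 0% means no effect; nearly all actives have a fitted effect of over 45% in size; temperature-sensitive fusion mutants such as fzo1-1 at 37 °C on non-fermentable ethanol glycerol medium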
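Yeast fusion mutant, YPEG (non-fermentable carbon), compound, 48 h at 37C non-permissive; CellTiterGlo added, 10 min RT, luminescence read. Rescued growth = division inhibition.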
hERG WT inh: KCNH2 (human, wildtype) channel inhibition. Q12809. U2OS, BacMam KCNH2, thallium flux FluxOr; stronger effect = lower value. activity change, % at 1.84 µM. actives 0.37% (n = 340,000);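 active means maximum activity change below -70%; inconclusive means maximum activity change between -70% and -50%; inactive means maximum activity change above -50%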; further: on the % scale 0 is the no-effect control and ±100 the full control effect
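U2OS cells were transduced with wild-type KCNH2 virus (2.03 x 10^8 / mL) for 4 h at room temperature, then cultured overnight at 37 C. Thallium flux was read with FluxOr dye. Rate constants were normalized to DMSO controls.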
USP2a inh: inhibitors of human ubiquitin-specific protease USP2a. actives 0.01% (n = 330,000). USP2 core, Ub-CHOP2 coupled fluorogenic reporter, 485/531. AID 463254. O75604. Potency, µM (doses to about 38.3 µM), without a hit: at the highest dose activity change, negative = inhibition, hits mostly inhibitors;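 further: potency means the concentration at half of the fitted maximal effect; plate controls were DMSO wells for no effect and full inhibition by NEM control for full effect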
Target sequence (O75604 whole entry, looked up): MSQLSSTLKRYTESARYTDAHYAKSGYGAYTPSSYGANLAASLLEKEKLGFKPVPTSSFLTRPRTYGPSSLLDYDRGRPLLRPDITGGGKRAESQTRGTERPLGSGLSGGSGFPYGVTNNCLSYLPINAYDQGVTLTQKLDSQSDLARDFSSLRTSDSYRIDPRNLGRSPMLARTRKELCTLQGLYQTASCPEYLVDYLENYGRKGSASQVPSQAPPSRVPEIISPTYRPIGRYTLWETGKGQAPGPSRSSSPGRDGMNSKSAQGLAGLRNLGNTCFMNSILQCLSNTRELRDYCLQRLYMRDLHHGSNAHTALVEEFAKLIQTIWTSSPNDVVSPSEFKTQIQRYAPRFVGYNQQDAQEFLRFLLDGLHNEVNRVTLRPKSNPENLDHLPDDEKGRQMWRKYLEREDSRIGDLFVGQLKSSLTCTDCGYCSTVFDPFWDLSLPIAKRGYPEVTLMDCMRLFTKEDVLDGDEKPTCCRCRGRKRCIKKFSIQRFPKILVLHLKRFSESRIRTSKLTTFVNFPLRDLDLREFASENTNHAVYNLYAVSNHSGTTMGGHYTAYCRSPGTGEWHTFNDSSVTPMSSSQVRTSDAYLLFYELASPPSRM
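Cell-free coupled assay: 10nM USP2 core preincubated 30min RT with compound in Tris-HCl pH 8.0/CaCl2/CHAPS buffer, then 25nM Ub-CHOP2 and 25nM reporter substrate; fluorescence (Ex 485/Em 531) read after 60min RT, normalized to NEM inhibition, concentration-response curves fitted.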
S-ASM inh: inhibitors of human secretory acid sphingomyelinase. P17405. placental ASM, HMU-PC fluorogenic substrate, 60 min. Potency, µM (titrated, usually from 57.5 µM), for the others: top-dose activity change, negative = inhibition, usual class: inhibitors. actives 0.006% (n = 340,000). AID 504937; further: potency means the concentration at half of the fitted maximal effect
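Human placenta-derived ASM enzyme was preincubated with compound for 10 minutes at room temperature, then given fluorogenic substrate HMU-PC0 (9 uM final) for 60 minutes at 37 °C; a pH 10 stop preceded fluorescence reading at Ex 386/Em 447 nm.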
TSHR antag: antagonists of human thyroid stimulating hormone receptor | TSHR-expressing cells, TSH-stimulated cAMP HTRF, 2 h; stronger effect = lower value | activity change, negative = inhibition, % at 11.5 µM | actives 0.2% (n = 330,000) | AID 504810;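 active means activity change below a set negative limit, meaning inhibition stronger than a set level, cut at about -70% in these data; inconclusive means activity change between two set negative limits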; further: on the % scale 0 is the no-effect control and ±100 the full control effect
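TSHR-expressing cells were treated with compounds, then stimulated with TSH at EC80 (4nM final) for 2 hours at 37 deg C. Cellular cAMP was measured by HTRF competition between lysate cAMP and cAMP-d2 for a cryptate-labelled anti-cAMP antibody.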
Chronic BCR inh: inhibitors of chronic active B-cell receptor signaling. actives 0.05% (n = 340,000). Potency, µM (titrated, usually from 46.1 µM), inactives show top-dose ratio change, negative = lower green/red ratio, actives largely listed as inhibitors. ABC-DLBCL IkBa-CBG/CBR reporter, luminescence ratio, 4 h. AID 493014; active means well fitted inhibition curve with a large enough effect in the signal ratio, with a control signal flat, not every such curve was filed as active; inconclusive means small, poorly fitted or top-dose-only effect, or effect the other way, or a change in a side signal; the % refers to the signal ratio;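 further: potency means the concentration at half of the fitted maximal effect; plate controls were basal doxycycline-induced cells for no effect and cells given 10 µM MG132 for full effect; MG132 reads +100%, hits lower the ratio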
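Concentration-response series (up to 46 uM) were applied to TMD8 dual-reporter cells for 4 h at 37C with doxycycline. Green/red ratio, after filter-overlap correction, defined %Activity; red signal alone was normalised to basal cells and zero luminescence.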
MBNL1-CUG inh: blocks human MBNL1 binding to CUG repeat RNA | Q9NR56 | TR-FRET MBNL1-His/biotin-(CUG)12 binding, 665/545 ratio | Potency, µM (titrated, usually from 57.5 µM), without a hit: top-dose activity change, negative = inhibition, most hits filed as inhibitors | actives 0.036% (n = 280,000) | AID 2675; active means well fitted inhibition curve with a large enough effect in the signal ratio, with a control signal flat, not every such curve was filed as active; inconclusive means small, poorly fitted or top-dose-only effect, or effect the other way, or a change in a side signal; inactive means no such curve, though single readings can be large or run the other way; the % refers to the signal ratio; further: potency means the concentration at half of the fitted maximal effect; on the % scale 0 is the no-effect control and ±100 the full control effect
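Inhibition of protein-RNA binding appears as loss of TR-FRET between terbium anti-His antibody on MBNL1-His and streptavidin-XL665 on biotin-(CUG)12. Activity is normalized to buffer-only and uninhibited-complex controls.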
Menin-MLL TR inh: menin-MLL binding inhibition, Texas Red mutant peptide | AID 1768 | actives 0.23% (n = 270,000) | Menin + Texas Red MLL mutant peptide, fluorescence polarization | Potency, µM (doses to about 61.6 µM), for inactives: at the highest dose FP activity change, negative = inhibition, usual class: inhibitors | O00255; active means well fitted inhibition curve with a large enough effect in the polarisation, with a control signal flat, not every such curve was filed as active; inconclusive means small, poorly fitted or top-dose-only effect, or effect the other way, or a change in a side signal; inactive means no such curve, though single readings can be large or run the other way; the % refers to the polarisation; further: potency means the concentration at half of the fitted maximal effect; % of control where 0% means no effect; many of its hits are not listed in these tables
Active calls of the source: *; ? = inconclusive; nt = no result given; [ ] = dose if it differs, or a comment. Unless noted, the call rests on the fitted dose curve; in most records, active means well fitted curve in the direction sought with a large enough effect; inconclusive means small, poorly fitted or top-dose-only effect, or another doubt; inactive means no such curve, though single readings can be large; an effect the other way counts as inactive or inconclusive. These rows are one share of the data, so the mix of outcomes need not match the whole.

SMILES	PKM2 activator	GALK inhibitor	Eya2 inh	Mito fusion yeast	hERG WT inh	USP2a inh	S-ASM inh	TSHR antag	Chronic BCR inh	MBNL1-CUG inh	Menin-MLL TR inh
Cc1nc(C)c(C(=O)OCC(=O)Nc2ccccc2SCC#N)s1	nt	nt	-2.2%	5.1%	-15.7	0.4%	0.1%	-12.2	?	nt	nt
Cc1ccc(CNC(=S)Nc2ccc(NS(=O)(=O)c3ccc(C)cc3)cc2)cc1	2.9%	5.0%	-3.7%	-1.4%	4.7	-1.1%	-3.9%	-5.5	-14.6%	-6.4%	nt
CCOC(=O)c1c(S(=O)(=O)Nc2cccc(Cl)c2)c(C)n(C)c1C	nt	1.7%	4.5%	26.1%	0.6	-4.3%	10.0%	6.4	?	-9.8%	3.4%
CCC(Sc1nc(=O)cc(N)n1-c1cccc(C)c1)C(=O)Nc1cc(C)on1 (configuration not stated)	10.4%	-1.0%	-11.8%	-4.2%	-11.8	0.6%	4.1%	-2.4	?	-4.6%	-11.2%
CC(=O)c1c(C)[nH]c(C(=O)OCC(=O)N2CCCC2=O)c1C	nt	nt	-8.4%	-3.1%	19.6	-1.0%	2.9%	-19.7	0.9%	nt	nt
N#CC1=C(C=Nc2ccccc2O)CCC1	3.4%	3.8%	1.9%	-5.6%	-0.6	-3.6%	-1.0%	3.9	-2.3%	10.7%	1.0%
O=C(CSc1ncn[nH]1)Nc1ccc2c(c1)CCC2	-1.3%	-0.9%	-3.3%	-7.6%	0.1	1.0%	1.6%	-0.2	-15.1%	-17.7%	-7.0%
Cc1cc(Cn2nc(C(=O)NCc3cccc(C(F)(F)F)c3)cc2-c2ccccc2)on1	nt	nt	-7.0%	0.4%	-29.2	0.3%	-1.0%	2.5	1.5%	nt	nt
CCCC(=O)NC(c1ccc2c(c1)OCO2)c1cc(Cl)c2cccnc2c1O (configuration not stated)	-1.6%	nt	-1.9%	4.0%	3.5	0.2%	0.4%	6.7	-0.1%	7.9%	1.0%
O=C(NC1CCCC1)c1cccc2c1C(=O)c1ccc(Cl)cc1S2(=O)=O	nt	nt	-1.8%	-7.2%	nt	-0.3%	2.8%	-10.8	-2.2%	nt	nt
CCCCNC(=O)CO/N=C(\C)c1cc2ccccc2o1	-19.2%	2.8%	6.8%	-2.3%	-2.2	-1.3%	1.6%	24.9	0.3%	?	2.1%
Cn1c(=O)[nH]c(=O)c2c1nc(SCCO)n2CC(O)COc1ccccc1 (configuration not stated)	23.8%	0.3%	-19.7%	8.2%	0.6	-0.4%	-0.3%	17.3	-25.1%	-9.4%	-11.2%
N/C(CCS(=O)(=O)c1ccc(Cl)cc1)=N\OC(=O)c1ccccc1C(F)(F)F	-1.8%	7.5%	4.4%	-14.8%	-11.7	-0.4%	-2.2%	-11.3	-5.7%	-9.7%	nt
Cc1cc(OCC(=O)Nc2ccccc2C)no1	nt	nt	11.7%	8.0%	-11.3	0.2%	-0.8%	53.2	?	nt	nt
CC1CC(C)CN(C(=O)c2ccc3c(=O)n(Cc4ccc5c(c4)OCO5)c(=S)[nH]c3c2)C1 (configuration not stated)	1.1%	-1.6%	5.2%	-27.6%	-1.5	-0.6%	-4.2%	-40.5	1.6%	0.0%	-2.0%
Cn1nnnc1SCc1ccc(CSc2nnnn2C)cc1	0.0%	-1.5%	4.9%	-0.2%	10.7	1.2%	1.8%	-1.1	?	0.0%	-3.7%
CN1CCN(C(=O)N2CCNC2=O)CC1	-9.3%	-1.5%	25.6%	-2.7%	-43.6	1.2%	1.7%	8.4	-0.4%	1.5%	3.4%
COc1ccccc1/C=C1\SC(=O)N(CCC(=O)N(C)C2CCS(=O)(=O)C2)C1=O (configuration not stated)	nt	-4.2%	7.2%	-0.6%	-12.4	0.9%	4.4%	-11.6	?	?	nt
CCOc1ccccc1N1CCN(C(=S)Nc2ccc(S(N)(=O)=O)cc2)CC1	-12.9%	3.8%	2.0%	1.3%	3.6	0.0%	-2.7%	2.9	-2.2%	-21.3%	19.8%
CCc1ccc(CC(=S)N2CCOCC2)cc1	-18.5%	0.2%	-2.8%	-5.9%	nt	2.5%	-0.1%	5.7	1.1%	-10.0%	4.9%
COc1cccc(-c2c(C#N)c(N)nc3c2c(C)nn3-c2ccccc2)c1O	nt	0.6%	?	28.4%	6.9	-8.3%	13.1%	4.9	?	104.6%[activator]	54.4%[activator]
Cc1ccc(OCC(=O)N(C)C2CCCCC2)c([N+](=O)[O-])n1	nt	nt	1.3%	nt	2.6	-1.3%	2.2%	2.0	-1.3%	nt	nt
CCN(C(=O)c1ccc(=O)[nH]c1)c1c(N)n(Cc2ccccc2)c(=O)[nH]c1=O	nt	nt	-11.1%	-6.7%	6.6	3.8%	2.7%	12.3	0.3%	nt	nt
Cc1ccc2nc(-c3ccc(NC(=O)CSc4nc(N)cc(=O)[nH]4)cc3)sc2c1	-4.0%	0.1%	-6.4%	-7.9%	0.3	11.9%	41.3%[activator]	-12.7	?	169.4%[activator]	nt
CO/N=C/NC(=O)c1c(OC)ccnc1Oc1ccccc1	-10.4%	-1.4%	-1.6%	3.6%	-7.4	2.6%	7.7%	21.3	4.3%	-5.2%	7.0%
COc1ccc(-c2noc3c2-c2nc(-c4ccc(Cl)cc4)sc2CC3)cc1	-10.1%	nt	8.4%	0.1%	4.3	1.4%	-2.0%	1.3	-5.9%	-4.9%	42.6%[activator]
CCOc1cc(/C=C(\C#N)C(=O)Nc2cccc(C(=O)O)c2)ccc1OCc1ccccc1Cl	1.9%	6.9%	-16.8%	24.8%	-8.4	0.6%	1.1%	-19.7	11.6%	1.8%	?
CC1CC(C)CN(CCCNC(=O)CN2C(=O)CSc3ccc(S(=O)(=O)N4CCOCC4)cc32)C1 (configuration not stated)	-1.1%	2.7%	-7.8%	-13.2%	-23.2	0.0%	6.6%	-4.0	0.2%	-7.6%	-13.4%
O=C(OCC(=O)N1CCCC1)c1ccc(OC(F)(F)F)cc1	-3.4%	0.5%	2.8%	1.3%	1.6	2.3%	4.9%	1.7	?	-9.8%	-11.7%
COc1cc(C#N)ccc1OC(=O)c1cccc(S(=O)(=O)N2CCN(C)CC2)c1	nt	nt	-7.1%	-3.0%	-0.3	0.4%	1.8%	1.8	-0.6%	nt	nt
COc1ccccc1C(=O)NCC(=O)N/N=C/c1ccc2c(c1)OCO2	-1.3%	9.9%	-4.3%	0.9%	-9.2	2.1%	-1.6%	10.6	?	11.0%	-0.8%
O=C(O)Cc1ccc(NC(=O)Nc2ccc(Br)cc2)cc1	-7.9%	0.6%	-0.2%	2.9%	-4.7	-0.4%	3.9%	-2.9	9.6%	-6.3%	?
COc1cc2cc[n+](Cc3ccc([N+](=O)[O-])cc3)cc2cc1OC	nt	-1.4%	-12.2%	-9.3%	6.5	-0.4%	0.3%	3.2	0.3%	?	0.1%
O=C(NCC1CCCO1)c1ccc(Oc2ccc([N+](=O)[O-])cc2Cl)cc1 (configuration not stated)	-1.9%	0.9%	-4.5%	-6.7%	-0.7	10.5%	-0.1%	4.3	-0.2%	?	-0.5%
Cc1cc(C)c2c(=O)[nH]c(SCc3ccccc3C)nc2n1	-2.7%	-1.0%	-4.3%	4.5%	1.0	2.7%	-2.9%	3.1	?	36.4%[activator]	2.0%
Cn1c(=O)c2c(nc(OCC3COC(C)(C)O3)n2Cc2ccccc2F)n(C)c1=O (configuration not stated)	6.5%	-1.6%	-1.0%	1.5%	-2.8	-5.2%	2.4%	8.5	3.5%	-2.4%	0.8%
O=C(N1CCOCC1)N1CCC(n2nnc3cc(F)ccc32)CC1	-2.9%	0.3%	-21.1%	-6.1%	-3.8	5.7%	8.3%	2.7	-3.3%	-5.6%	10.1%
O=C(Cc1ccccc1)Nc1ccc(NC(=O)c2cccs2)cc1Cl	-4.7%	-0.8%	-5.3%	-1.9%	13.5	0.5%	-1.2%	2.7	?	17.3%	5.7%
Oc1ccc(/C=C/c2ccnc3ccccc23)cc1	-7.9%	nt	1.0%	nt	-7.6	0.2%	65.4%	11.5	?	-0.1%[11.5 µM]	?

Source: PubChem
